Screens: PubChem, several laboratories
PG9 binder: PG9 antibody binding by small molecule. inhibition, % at 6.7 µM. TR-FRET gp120-PG9 antibody binding. 360,000 tested, 0.43% active. AID 624416; in the data active = inhibition above about 8.5%
ASAP1 inh: ASAP1 ArfGAP inhibition. Q9ULH1. 360,000 tested, 0.19% active. ASAP1-stimulated ARF1 GTP hydrolysis, GDP FP detection. AID 624377. inhibition, % at 16.5 µM; in the data active = inhibition above about 25%;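 also: 0% = vehicle with enzyme and substrate and 100% = no enzyme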
rCAG RNA binder: molecules binding r(CAG) RNA repeats; r(CAG) RNA repeat, TO-PRO-1 dye displacement fluorescence; inhibition, % at 3 µM; 370,000 tested, 1.3% active;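 active = inhibition above the plate cutoff, the mean of all test compounds on that plate plus 3 SD, cut at about 35% in these data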;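 also: 0% = DMSO alone and 100% = 100 µM mitoxantrone as full dye displacement; higher means more dye released from RNA so lower well fluorescence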
GC-A act: GC-A (human) enzyme activation; P16066; HEK293 GC-A cells, cGMP TR-FRET, EC30 ANP; 0% at EC30 ANP, 100% saturating ANP; activation, % at 10 µM; 370,000 tested, 0.14% active; AID 1671463; in the data active = activation above about 40%
SMARCA2 activ: increases SMARCA2 function in MMTV reporter cells; activation, % at 9.1 µM; MG213 cells, MMTV-luciferase reporter, dexamethasone, overnight; 370,000 tested, 1% active; AID 652017; in the data active = activation above about 7.8%;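 also: 0% = vehicle wells and 100% = reference activator wells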
mABHD4 FP: inhibits mouse alpha/beta hydrolase domain 4; Q8VD66; 370,000 tested, 0.54% active; inhibition, % at 8.92 µM; purified mABHD4, FP-Rh probe fluorescence polarization;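 active = inhibition exceeding the mean over every tested compound plus 3 SD, cut at about 30% in these data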;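 also: 0% = plate median of compound wells and 100% = S159A mutant with DMSO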
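Doses – 8.92 µM, single dose · Material – wild-type mouse ABHD4 protein · Replication – single well per compound (singlicate) · Measure – percent inhibition of probe binding, normalized to plate controls · Schedule – 45 min compound pre-incubation plus 60 min probe step, 25 °C · Detection – fluorescence polarization with parallel and perpendicular emission, 525/598 nm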
NPR2 activator: GC-B (human) receptor activation | P20594 | HEK293-GC-B cells, CNP EC30, cGMP TR-FRET; 0% at EC30 CNP, 100% saturating CNP | activation, % at 10 µM | 370,000 tested, 0.11% active | AID 1920062;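 active = activation at 10 µM reaching about 35% in either raw or pattern-adjusted values, limit read from the data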
HTRA1 inh: inhibitors of human serine peptidase HTRA1. Q92743. recombinant HTRA1, FP-rhodamine activity-based probe, fluorescence polarization. inhibition, % at 5.96 µM. 340,000 tested, 0.5% active; in the data active = inhibition above about 36%;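 also: 0% = enzyme with DMSO and 100% = wells lacking enzyme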
Target sequence (Q92743 whole entry, looked up): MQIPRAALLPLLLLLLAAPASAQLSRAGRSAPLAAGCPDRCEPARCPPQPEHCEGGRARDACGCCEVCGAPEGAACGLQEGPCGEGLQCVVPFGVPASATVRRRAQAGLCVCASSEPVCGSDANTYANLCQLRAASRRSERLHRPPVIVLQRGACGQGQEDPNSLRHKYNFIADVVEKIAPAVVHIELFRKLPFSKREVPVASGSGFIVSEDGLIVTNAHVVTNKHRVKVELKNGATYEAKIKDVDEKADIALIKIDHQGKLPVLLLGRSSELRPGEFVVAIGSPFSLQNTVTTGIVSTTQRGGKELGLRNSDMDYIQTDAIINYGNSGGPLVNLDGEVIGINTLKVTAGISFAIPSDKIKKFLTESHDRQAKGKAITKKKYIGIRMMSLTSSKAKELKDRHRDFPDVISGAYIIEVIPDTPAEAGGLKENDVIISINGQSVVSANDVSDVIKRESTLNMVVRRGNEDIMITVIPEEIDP
ARFGAP1 inhibitor: inhibits rat ARF GTPase activating protein 1; Arfgap1-stimulated ARF1 GTP hydrolysis, GDP FP detection; 360,000 tested, 0.26% active; inhibition, % at 16.5 µM; AID 651572; Q62848;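 active = inhibition above a per-plate limit, mean inhibition of low control wells plus 3 SD, cut at about 25% in these data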;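 also: 0% = DMSO wells with enzyme and 100% = wells lacking Arfgap1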
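Assay system: Rat Arfgap1 GAP domain (His6, aa 1-136), purified enzyme | Buffer or medium: HEPES 25 mM pH 7.5, NaCl 150 mM, MgCl2, DTT | Schedule: GTP hydrolysis reaction 2 h at 25 °C | Signal: FP of antibody-bound GDP Alexa 633 tracer, ex 620/em 688 nm | Measure: Percent inhibition of Arfgap1-stimulated GTP hydrolysis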
Rev-erbA mod: modulates human Rev-erb alpha binding to DNA | Rev-erbα–FITC-DNA binding, fluorescence polarization, 90 min | activity, % at 10 µM | 370,000 tested, 0.79% active;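 active = activity above about 14%, limit read from the data; passing the limit was not always enough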;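 also: 0% = DMSO wells with 35 nM protein and 100% = DMSO wells with 750 nM protein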
Target sequence (P20393 whole entry, looked up): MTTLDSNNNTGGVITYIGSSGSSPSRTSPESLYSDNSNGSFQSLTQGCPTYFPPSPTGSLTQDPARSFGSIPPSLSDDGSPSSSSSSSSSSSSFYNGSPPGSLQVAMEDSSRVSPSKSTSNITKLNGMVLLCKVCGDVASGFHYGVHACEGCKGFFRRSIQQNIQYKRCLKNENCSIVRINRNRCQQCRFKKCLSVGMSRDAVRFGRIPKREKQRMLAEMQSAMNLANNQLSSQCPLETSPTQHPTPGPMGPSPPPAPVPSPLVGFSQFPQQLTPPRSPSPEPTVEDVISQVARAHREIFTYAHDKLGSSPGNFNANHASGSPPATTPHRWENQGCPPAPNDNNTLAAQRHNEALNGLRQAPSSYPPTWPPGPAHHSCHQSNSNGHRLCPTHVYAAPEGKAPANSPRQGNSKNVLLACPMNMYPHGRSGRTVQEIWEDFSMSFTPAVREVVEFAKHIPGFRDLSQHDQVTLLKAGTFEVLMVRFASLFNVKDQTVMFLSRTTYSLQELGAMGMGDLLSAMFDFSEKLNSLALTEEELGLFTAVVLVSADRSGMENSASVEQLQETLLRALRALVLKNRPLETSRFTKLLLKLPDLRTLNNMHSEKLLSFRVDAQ
Active calls of the source: *; · = not tested or not shown; & = joins results of further samples.

SMILES	PG9 binder	ASAP1 inh	rCAG RNA binder	GC-A act	SMARCA2 activ	mABHD4 FP	NPR2 activator	HTRA1 inh	ARFGAP1 inhibitor	Rev-erbA mod
CCOc1cccc(/C=N/NC(=O)CC2C(=O)NN=C2C)c1O (centres undefined)	-3.2	2	3	-3	1	-1	4	3	-7	0
Cc1cccn2c(=O)nc(SCC(=O)NCc3ccco3)nc12	2.2	-11	2	0	-1	6	1	-4	10	-3
CCC(CC)C(C(=O)NC1CCCC1)N1CCN(c2cc(C)nc3ccccc23)CC1 (centres undefined)	-0.6	15	3	-6	0	2	-12	·	0	-1
CCCN(CC1CC1)C(=S)NC(=O)c1ccccc1C	3.1	8	3	2	-3	2	2	4	-5	-8
CCN(CC(=O)NC(=O)NCc1ccccc1)CC(=O)Nc1cc(Cl)ccc1C	1.9	-5	1	-5	-1	-3	-1	-9	-4	-3
CCN(CC(=O)Nc1ccccc1C(F)(F)F)C(=O)/C=C/c1ccc(Cl)c([N+](=O)[O-])c1	-6.4	9	0	-2	-2	4	-1	-1	1	-3
Cc1ccc2[nH]c(=O)c(-c3noc(CC(C)C)n3)cc2c1	-0.2	-10	1	3	1	-10	-4	2	0	2
Cc1cc(=O)oc2cc(OCC(=O)N3CCN(c4ccc(F)cc4)CC3)c(Cl)cc12	-0.1	-2	0	-8	-3	6	-3	4	-6	0
O=C1NC2=C(CCc3ccccc32)C(c2ccccc2)N1 (centres undefined)	0.9	-1	-1	1	-3	4	-1	4	-2	3
COc1cc(/C=C/C(=O)Nc2ccc(S(=O)(=O)Nc3onc(C)c3C)cc2)cc(OC)c1OC	-1.3	-9	53*	0	0	-6	-10	-1	12	-1
O=C(O)c1ccc(Cl)c(S(=O)(=O)N(Cc2ccccc2)c2ccc(Cl)cc2)c1	-0.8	-21	73*	6	0	-10	3	-51	-12	0
CC(=O)Nc1ccc(NC(=O)COC(=O)CCNS(=O)(=O)c2c(Cl)cccc2Cl)cc1	-2.3	11	-6	0	-1	-1	0	5	14	1
COc1ccc(-n2c(C(C)n3nc(C)c([N+](=O)[O-])c3C)n[nH]c2=S)cc1 (centres undefined)	0.4	-6	2	5	-1	5	5	3	-4	-4
COc1ccc(NC(=O)Nc2sc(=S)n(C)c2C)cc1	-3.1	7	1	2	1	3	-7	5	4	3
CCOC(=O)/C(C#N)=C\c1ccc(O)c(OC)c1	-4.8	2	1	16	-4	-17	-3	-2	11	-1
CN(C(=O)CN1CCN(c2cnn(-c3ccccc3)c(=O)c2Cl)CC1)C1CCS(=O)(=O)C1 (centres undefined)	-1.3	-5	2	1	-4	-2	-4	-6	2	6
Clc1ccc(-c2nnc(-c3ccccc3)c(N3CCSCC3)n2)cc1	-0.7	-22	0	1	-1	-1	-5	4	-14	3
Cc1ccccc1OCC(=O)Nc1c2c(nn1C(C)(C)C)CS(=O)(=O)C2	0.5	-2	-4	9	0	4	19	-1	8	3
COc1cc2c(cc1OC)CN(C(=O)CN(C)S(=O)(=O)c1ccc(NC(C)=O)cc1)CC2	0.1	8	0	-2	-1	3	-1	-3	7	-3
CC1CCc2cc(F)cc3c(=O)c(C(=O)O)cn1c23 (centres undefined)	0.6	-2	1	-2	-4	-6	-4	-1	6	-2&-8

Individual results from above.
Entry for COc1ccc(NC(=O)Nc2sc(=S)n(C)c2C)cc1 in PG9 binder: -3.1
Entry for COc1cc2c(cc1OC)CN(C(=O)CN(C)S(=O)(=O)c1ccc(NC(C)=O)cc1)CC2 in SMARCA2 activ: -1

Additional entries
SMILES	PG9 binder	ASAP1 inh	rCAG RNA binder	GC-A act	SMARCA2 activ	mABHD4 FP	NPR2 activator	HTRA1 inh	ARFGAP1 inhibitor	Rev-erbA mod
CC(C)c1ccc(S(=O)(=O)N2CCC(C(=O)NCc3ccco3)CC2)cc1	-1.0	-6	-2	2	-2	1	7	-4	7	0
COc1cccc(NC(=O)Cn2c(=O)n(CC3CCCO3)c(=O)c3ccccc32)c1 (centres undefined)	-1.6	4	2	-5	-9	7	2	-11	1	-1
C/C(=N\NC(=O)c1cccnc1)c1ccc(Br)cc1	0.3	10	0	6	-2	-8	5	-1	3	5
COc1ccc(-c2ccc(CN3C(C(C)C)C(=O)N(Cc4cn(CC5CCCCC5)nn4)CCS3(=O)=O)cc2)cc1OC (centres undefined)	-1.4	0	10	-3	1	-8	5	-47	-4	1
COc1cccc(/C=N/NC(=O)c2cc(-c3cccn3C)n[nH]2)c1	-1.0	0	9	2	-4	-7	-2	-14	11	-2
Cc1ccc(CONC(=O)c2cccc(C)c2)cc1	0.1	9	1	-2	8	2	-1	-7	-4	-1
COc1cccc(C(O)c2nc3ccccc3n2C(C)C)c1OC (centres undefined)	0.2	-2	-6	-2	-2	-4	4	8	13	8
NC(=O)c1ccc(Nc2nc(C(N)COCc3ccccc3)cs2)cc1 (centres undefined)	2.3	6	3	1	-2	4	0	·	2	0
Cc1ccc(S(=O)(=O)NCc2ccncc2)c(C)c1C	-2.3	-1	-4	3	-7	3	5	-6	-9	1
Cc1ccccc1NC(=O)Cc1nc(COC(=O)Cc2c(F)cccc2Cl)cs1	-2.7	-6	-1	-1	1	6	-2	13	5	-1
O=C(NCC(c1ccco1)N1CCc2ccccc2C1)c1ccccc1Br (centres undefined)	-2.3	0	2	-6	-1	-5	-3	-2	3	-4
C1CCCCCC2(CCCCC1)OCC(CN1CCOCC1)O2 (centres undefined)	-2.6	-1	-4	0	0	0	-3	-1	2	1
Cn1c(=O)c2ccccc2n(CC(=O)NCCC2=CCCCC2)c1=O	-1.3	-12	3	-1	-3	5	-7	4	0	1
Nc1nc(SCc2nc3scc(-c4cccs4)c3c(=O)[nH]2)n[nH]1	-1.5	2	9	-2	0	-2	0	-9	8	5
COc1ccc(OCC(=O)NNC(=O)c2cccc(O)c2)cc1	2.0	6	0	2	3	-3	1	6	-12	1
Cc1cc(NCC(c2ccccc2)c2ccccc2)n2ncnc2n1	0.1	10	-3	·	-2	-4	·	-3	-9	·
CCOC(=O)C1=C(COC(=O)/C=C/c2cccc(F)c2)NC(=O)NC1C (centres undefined)	-0.5	-4	-2	2	-1	4	9	3	-9	-1
C[C@@]12CC(=O)NC1N(C(=O)c1cccc(C(F)(F)F)c1)C(c1ccccc1OC(=O)c1cccc(C(F)(F)F)c1)C2 (some centres undefined)	-1.6	-2	-6	-1	-3	0	-7	-34	-9	1
Cc1ccc(N2C(=O)N(CC(=O)Nc3cc(C)cc(C)c3)C(=O)C2C)cc1 (centres undefined)	1.3	-1	1	-1	-2	-12	5	-12	-7	3
CC1CCN(S(=O)(=O)c2ccc(C(=O)OC(C)C(=O)N(C)C3CCCCC3)cc2)CC1 (centres undefined)	0.7	-3	-1	1	-2	7	8	-1	-2	-5

Given with two lines to a compound: part of the list above
Values in the order: PG9 binder | ASAP1 inh | rCAG RNA binder | GC-A act | SMARCA2 activ | mABHD4 FP | NPR2 activator | HTRA1 inh | ARFGAP1 inhibitor | Rev-erbA mod
- CC(C)c1ccc(S(=O)(=O)N2CCC(C(=O)NCc3ccco3)CC2)cc1
    -1.0 | -6 | -2 | 2 | -2 | 1 | 7 | -4 | 7 | 0
- COc1cccc(NC(=O)Cn2c(=O)n(CC3CCCO3)c(=O)c3ccccc32)c1 (centres undefined)
    -1.6 | 4 | 2 | -5 | -9 | 7 | 2 | -11 | 1 | -1
- C/C(=N\NC(=O)c1cccnc1)c1ccc(Br)cc1
    0.3 | 10 | 0 | 6 | -2 | -8 | 5 | -1 | 3 | 5
- COc1ccc(-c2ccc(CN3C(C(C)C)C(=O)N(Cc4cn(CC5CCCCC5)nn4)CCS3(=O)=O)cc2)cc1OC (centres undefined)
    -1.4 | 0 | 10 | -3 | 1 | -8 | 5 | -47 | -4 | 1
- COc1cccc(/C=N/NC(=O)c2cc(-c3cccn3C)n[nH]2)c1
    -1.0 | 0 | 9 | 2 | -4 | -7 | -2 | -14 | 11 | -2
- Cc1ccc(CONC(=O)c2cccc(C)c2)cc1
    0.1 | 9 | 1 | -2 | 8 | 2 | -1 | -7 | -4 | -1

The results go on.
SMILES	PG9 binder	ASAP1 inh	rCAG RNA binder	GC-A act	SMARCA2 activ	mABHD4 FP	NPR2 activator	HTRA1 inh	ARFGAP1 inhibitor	Rev-erbA mod
CCC1COCCS(=O)(=O)N1Cc1ccccc1F (centres undefined)	1.0	-1	-2	2	0	1	5	-4	-9	1
Cc1cc([N+](=O)[O-])nn1CC(=O)NNC(=S)Nc1ccc(Cl)cc1	-2.7	4	18	-3	4	4	7	4	3	3
Cc1onc(-c2c(F)cccc2Cl)c1C(=O)NC(=S)NC1CCS(=O)(=O)C1 (centres undefined)	-1.6	0	-1	-2	15*	-11	4	-3	2	-1
c1ccc(-c2nnnn2-c2ccccn2)cc1	0.1	-6	0	0	1	4	5	0	-15	3
CCN1C(=O)C2(C(C(=O)c3cc4ccccc4o3)=C(O)C(=O)N2CCCN2CCOCC2)c2ccccc21 (centres undefined)	36*	-8	17	32	-2	7	11	1	-9	-4
CC(C)CN1CCN(Cc2cccc3nccnc23)CC1CCO (centres undefined)	0.2	-10	-2	3	2	-4	0	-3	-5	-3
COc1ccc(NC(=O)c2nnn(Cc3cccc(F)c3)c2N)c(OC)c1	1.1	-1	3	-3	0	4	3	-1	-3	0
Cc1ccsc1/C=N/NC(=O)CN1CCN(Cc2ccccc2)CC1	-0.9	15	-6	-1	-1	3	1	5	5	-7
CC(=O)Nc1cccc(Oc2nc(NC(C)C)nc3cc(-c4ccccc4)sc23)c1	-1.7	13	11	7	-5	-47	-3	·	0	7
CCOC(=O)C1=C(c2ccccc2)Nc2ncnn2C1c1ccc(C(=O)O)cc1 (centres undefined)	0.1	16	3	5	1	-10	1	9	-6	7
COc1ccc(CSc2nc3ccccc3c(=O)[nH]2)cc1F	-0.2	-17	1	-1	-1	-2	-1	-19	0	5
Cc1cc(C)c(C#N)c(Oc2ccc(F)cc2)n1	1.0	-9	0	5	-2	2	-6	3	-3	-2
Cc1cc(C)cc(-c2nnc(SCC(=O)Nc3cc(C)on3)o2)c1	14*	-12	8	-3	1	5	-2	-3	7	3
Cc1ccc(-c2csc(/C(C#N)=C(\O)CN3CCN(C(=O)c4ccco4)CC3)n2)cc1	-1.1	1	62*	6	2	15	-4	0	1	-3
CN(c1ccccc1)S(=O)(=O)c1cccc(NC(=O)CCN2C(=O)C3CCCCC3C2=O)c1 (centres undefined)	-1.3	-1	-2	-2	2	3	-3	-6	0	-3
CC(C)OCCCNC(=O)c1ccc(NC(=O)C2CCCO2)cc1 (centres undefined)	2.4	2	0	1	2	0	2	6	-2	6
CCc1nc(SCC(=O)Nc2cc(C)on2)c2c(=O)n(C)c(=O)n(C)c2n1	-2.6	1	1	10	0	0	0	-5	6	-5
CN(C)c1nc(Oc2ccc(=O)n(-c3ccccc3)n2)nc(N2CCOCC2)n1	1.1	5	-7	7	3	2	-3	0	6	2
CCCCN(CC)C(=O)Cn1cnc2sc(C)c(S(=O)(=O)N3CCC(C)CC3)c2c1=O	-1.9	-4	1	6	-4	-5	0	-3	-8	4
CC(C)C[C@H]1COc2cc(Br)ccc2S(=O)(=O)N1Cc1cn(Cc2ccc(Cl)cc2)nn1	·	·	0	1	-1	1	0	·	·	9
COc1cc2c(cc1OC)CC(C(=O)NCc1ccccc1)NC2 (centres undefined)	-0.6	7	-1	2	-2	-5	1	5	1	-4
COc1ccc(C)cc1S(=O)(=O)n1cnc(C)c1	-2.4	7	-2	1	-1	-7	4	1	4	-2
